# Screening data (PubChem BioAssay)
# CHRM4 PAM – potentiates acetylcholine response at human M4 receptor. CHO-K1 hM4/Gqi5, Fluo-8 calcium fluorescence, ACh EC20; 0% = ACh EC20, 100% = maximal ACh. 0.4% of 360,000 active. P08173. AID 624126. activation, % at 3 µM;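 active = activation above its plate's cutoff, the mean activation of sample wells plus 3 SD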; note: some results filed as inactive read as strong as hits
# MEKK3 PB1 HTS – modulators (inhibitors or enhancers) of MEK5 binding to human MEKK3 PB1 domain; 1.4% of 290,000 active; binding response (% of control), % at 10 µM; bead-based flow cytometry, Alexa488-MEK5 binding to MEKK3; actives lie on both sides; 0 = blocked by unlabeled MEK5, 100 = vehicle; AID 1529;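 active = binding response more than 3 SD above or below the average of its plate-row segment, actives on both sides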;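 note: Alexa488 bead fluorescence after subtracting the streptavidin-only scavenger bead signal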
# Target sequence (Q99759 whole entry, looked up, the tested form may be a part): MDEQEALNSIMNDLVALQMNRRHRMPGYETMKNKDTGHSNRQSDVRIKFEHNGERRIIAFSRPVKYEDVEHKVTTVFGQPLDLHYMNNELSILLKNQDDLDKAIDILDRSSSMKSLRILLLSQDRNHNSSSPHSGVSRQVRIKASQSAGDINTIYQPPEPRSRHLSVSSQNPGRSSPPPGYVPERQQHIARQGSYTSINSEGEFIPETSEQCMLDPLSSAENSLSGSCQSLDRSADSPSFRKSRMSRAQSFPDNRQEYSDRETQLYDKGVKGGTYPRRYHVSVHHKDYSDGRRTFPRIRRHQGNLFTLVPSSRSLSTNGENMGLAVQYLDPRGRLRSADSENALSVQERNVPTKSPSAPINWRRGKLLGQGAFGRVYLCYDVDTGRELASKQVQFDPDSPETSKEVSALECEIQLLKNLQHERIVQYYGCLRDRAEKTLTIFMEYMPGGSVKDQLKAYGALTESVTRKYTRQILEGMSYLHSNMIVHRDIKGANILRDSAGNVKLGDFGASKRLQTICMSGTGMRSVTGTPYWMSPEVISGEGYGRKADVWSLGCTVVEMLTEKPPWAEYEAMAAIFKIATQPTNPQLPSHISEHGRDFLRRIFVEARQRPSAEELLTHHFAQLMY
# IDE act – activators of human insulin-degrading enzyme in cells; P14735; HEK cells, FAbeta-B cleavage, fluorescence polarization; 0% vehicle, 100% cell-free pure enzyme wells; activation, % at 5.96 µM; 0.073% of 340,000 active; AID 493087;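 active = activation above the mean of all tested compounds plus 3 SD, set per screening campaign, cut at about 17% in these data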
# IDE inh – cellular human IDE inhibition; HEK cells, FAbetaB cleavage, fluorescence polarization; inhibition, % at 5.59 µM; 0.41% of 320,000 active; AID 434962;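 active = percent inhibition above the average of all tested compounds plus 3 SD, set per screening campaign, cut at about 16% in these data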;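 note: IDE supplied by intact live HEK cells; FP after avidin binding of uncleaved biotin substrate so inhibition keeps polarization high; 0% = DMSO wells and 100% = 60 µM reference IDE inhibitor Ii1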
# p-CIP stab down – lowers stability of the mouse p/CIP coactivator protein; Q05BA5; F442A p/CIP-EGFP cells, EGFP fluorescence, 16 h; decrease of EGFP signal, % at 10 µM; 0.01% of 290,000 active;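 active = EGFP signal decrease of at least 30% at 10 µM or well 3 SD below plate mean, unless failing retest; inactive = the rest, including hits failing retest or dose response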; note: some compounds called inactive have numbers as strong as hits; many of its hits are not listed in these tables
# PHOSPHO1 block – PHOSPHO1 (human) inhibition; AID 1565; Q8TCT1; 1.1% of 290,000 active; recombinant PHOSPHO1, absorbance phosphatase assay; inhibition, % at 13.3 µM; in the data active = inhibition above about 60%
# GalR3 antagonist – antagonists of human GalR3; O60755; HEK293 GalR3-CNG cAMP membrane potential fluorescence; galR3 body fused to GalR1 C-terminus; inhibition, % at 3 µM; 0.44% of 360,000 active; AID 651719;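 active = inhibition above the screen-wide average plus 3 SD, cut at about 13% in these data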;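 note: forskolin and galanin both at EC90 stimulate the cells; cAMP rise reported by CNG channel membrane potential dye signal; 0% = forskolin plus galanin with DMSO and 100% = forskolin alone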
# Target sequence (O60755 1-299 limits assumed): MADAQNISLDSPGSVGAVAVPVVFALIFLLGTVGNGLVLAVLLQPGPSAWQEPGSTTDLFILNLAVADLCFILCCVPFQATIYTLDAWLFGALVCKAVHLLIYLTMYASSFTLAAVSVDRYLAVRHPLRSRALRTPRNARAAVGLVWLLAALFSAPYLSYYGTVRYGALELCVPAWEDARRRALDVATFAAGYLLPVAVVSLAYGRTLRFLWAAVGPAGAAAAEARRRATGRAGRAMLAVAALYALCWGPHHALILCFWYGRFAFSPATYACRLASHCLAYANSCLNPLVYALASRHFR
# CRFR2-BP antag – blocks CRF-induced signaling of the CRF-BP/CRF-R2 complex. inhibition, % at 11.8 µM. 0.59% of 350,000 active. AID 588475. HEK293 CRF-R2/CRF-BP, CRF-induced calcium fluorescence;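 active = inhibition of the ligand-induced calcium signal above about 50% at the single tested concentration, limit read from the data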
# CRFR2-BP ag – agonists of human CRF-binding protein/CRF-R2 receptor complex | HEK293 CRF-R2/CRF-BP, calcium dye fluorescence (FLIPR); percent of saturating CRF peptide response | activation, % at 13.2 µM | 0.46% of 350,000 active | AID 588473;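 active = activation of at least 50%, plus an integration ratio under a set limit after plate pattern correction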;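 note: plate controls were neutral control wells without compound for no effect and CRF at EC100 for full effect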
# Active calls of the source: *; . = no result given; [ ] = dose if it differs, or a comment.
SMILES,CHRM4 PAM,MEKK3 PB1 HTS,IDE act,IDE inh,p-CIP stab down,PHOSPHO1 block,GalR3 antagonist,CRFR2-BP antag,CRFR2-BP ag
CCN1CCCC1CNC(=O)C1CCN(Cc2nc(-c3cccc(Br)c3)oc2C)CC1 (stereo unspecified),12,.,4,-1,14,23,.,20,0.1
O=C(O)/C=C/C(=O)Nc1ccc(OCc2ccccc2)cc1,-4,99,0,1,4,22,-6,10,0.0
CCCCn1c(SCC(=O)OCC)nnc1-c1ccoc1C,1,105,2,-4,9,-8,-1,-15,-0.9
O=C(NC1CCS(=O)(=O)C1)c1sc2ccccc2c1Cl (stereo unspecified),6,99,4,7,1,-8,-4,-9,0.6
CC1CCCCN1C(=O)CCS(=O)(=O)c1cc2c(cc1Cl)NC(=O)CO2 (stereo unspecified),6,101,4,2,-13,23,.,12,-4.5
COc1ccc(NC(=O)C23CCC(C2)C(C)(C)C3=O)cc1 (stereo unspecified),1,96,8,0,-2,16,-2,7,-1.2
Cc1c2cnn(CC(=O)NCCN3CCOCC3)c(=O)c2c(C)n1Cc1ccc(F)cc1,2,96,2,1,0,28,.,1,-1.9
O=C(Nc1ccc2nc3n(c(=O)c2c1)CCCCC3)c1ccccc1[N+](=O)[O-],-4,102,3,5,-1,53,-5,8,-2.3
CS(=O)(=O)NCCSCc1c(F)cccc1Cl,10,111,0,7,-12,13,-5,20,-0.7
CCOc1ccc(OCC(=O)OC(C)C(=O)Nc2ccc(Cl)cn2)cc1 (stereo unspecified),-1,.,5,-2,.,.,-4,-7,-0.5
Cc1ccccc1CN1CCN(Cc2ccc3cccc(F)c3n2)CC1CCO (stereo unspecified),-1,107,4,0,-2,39,-3,-1,-1.2
CCOc1cc(CNc2ccc3cn[nH]c3c2)ccc1OC,-6,99,1,-1,-5,21,-1,0,0.1
O=C(NC1CCCC1)C(=O)N(Cc1cccnc1)C(C(=O)NCC1CCCO1)c1ccco1 (stereo unspecified),-3,101,2,0,3,54,-1,33,-2.7
COc1ccc(CN2CCN(CCSc3ccc(C)cc3)CC2)c(OC)c1OC,-7,105,1,1,2,34,-7,5,-1.8
CC(C)=CCc1cc([C@@H]2COc3c(ccc4c3C=CC(C)(C)O4)C2)c(O)cc1O,-2,107,4,5,.,.,-8,-4,0.1
O=C(CN(C(=O)CNC(=O)c1cccs1)c1ccccc1F)NC1CCCC1,1,104,-1,-1,1,35,-8,-15,0.7
COc1cc(S(=O)(=O)Nc2ccc3c(c2)C(=O)N(C)C3=O)ccc1NC(C)=O,1,.,-6,11,.,.,-4,-12,3.2
C=C(C)Cn1c(SCC#N)nc2ccccc2c1=O,6,82*[inhibitor],-1,-1,-7,32,-2,6,-3.2
CC(Oc1cc2oc(=O)c3c(c2cc1Cl)CCC3)C(=O)NCCN1CCOCC1 (stereo unspecified),5,98,-6,4,-5,-30,0,-18,0.3
CCOC(=O)c1sc(N)nc1C(C)C,10,105,0,-3,8,-5,-4,-9,-0.2
CCC(=O)Nc1c(C)ccc2nsnc12,2,99,3,2,-11,-11,2,-10,4.8
COc1ccccc1NC(=O)c1ccc(S(=O)(=O)N2CCCC(C)C2)cc1 (stereo unspecified),-4,103,3,2,-10,18,-9,4,0.3
Cc1cc(NS(=O)(=O)c2ccc(NC(=O)c3cnc(Cl)c(Cl)c3)cc2)nc(C)n1,-3,.,1,0,.,.,-6,0,0.0
CCOC(=O)C1CCN(C(=O)COc2cc(C)c(Br)c(C)c2)CC1,-6,103,7,3,-2,-1,-7,-32,-2.1
CC(=O)c1ccc(S(=O)(=O)N2CCN(C(=O)CCC3CCCC3)CC2)cc1,6,.,3,.,.,.,-5,4,1.2
CNC(=O)c1ccccc1NC(=O)c1c(O)c2c([nH]c1=O)CCCC2,-6,101,4,2,-2,-10,-1,-2,-0.4
Cc1oc2c(C)c3oc(=O)c4c(c3cc2c1C)CCC4,1,103,4,.,-4,26,-3,-3,4.6
CC(/C=C/c1ccccc1)=N/NC(=O)CCC(=O)Nc1ccccc1C,-2,95,6,-1,2,-2,-3,-21,0.2
COC(=O)c1cc(NC(=O)c2cccc([N+](=O)[O-])c2C)ccc1Cl,2,101,4,-1,2,38,-2,-45,2.8
Cc1ccc(C(=O)OC(C)C(=O)NC2CCCCC2C)cc1S(=O)(=O)N1CCCCC1 (stereo unspecified),3,101,1,1,0,26,-6,11,-1.2
COc1ccc(N2CC(C(=O)NCCc3ccc(Cl)cc3)CC2=O)c(OC)c1 (stereo unspecified),6,.,1,6,.,.,-2,-2,0.7
NC(=S)NN=C1c2ccccc2-c2ccccc21,7,107,-2,1,-10,23,-13,-11,-1.1
Cc1sc2ncnc(N3CCN(c4ncccn4)CC3)c2c1C,22,.,3,1,-4,15,1,-6,-0.8
CN(c1ccccc1)S(=O)(=O)c1ccc(C(=O)NCc2cccs2)cc1,-2,102,2,10,-5,14,-5,-1,0.1
COc1ccc(/C=N/NC(=O)c2ccc(O)cc2O)cc1CSc1ccccn1,4,136*,5,-5,-10,-33,-4,18,-0.4
COCCN(CC(=O)Nc1cccc(C)c1C)C(=O)c1cc(S(=O)(=O)N2CCCC2)ccc1C,1,.,-1,-1,.,.,2,8,-0.3
O=C1C2C3C=CC(C3)C2C(=O)N1c1nc2ccccc2s1 (stereo unspecified),17,95,5,3,-14,-1,-1,7,0.6
O=C(OCc1ccccc1)N1CCOCCOCCN(C(=O)OCc2ccccc2)CCOCCOCC1,3,94,0,-2,-24,16,0,13,-6.2
Oc1ccc(N=Nc2n[nH]c(-c3ccc(Cl)cc3)n2)cc1,11,103,1,-3,-5,16,-7,1,-1.8
Cn1nnnc1SCc1csc(Nc2ccccc2)n1,3,104,6,1,-12,95*,-2,22,7.8
O=C(CN1C(=O)S/C(=C/c2cccn2-c2ccc(O)cc2)C1=O)N1CCCC1,2,98,-2,0,-2,30,-9,8,-1.4
C=C1CCN([C@@H](CC(C)C)C(=O)NCc2ccc(OC)cc2)S(=O)(=O)c2ccccc21,6,105,4,3,.,.,-3,19,0.5
CC(NC(=O)COC(=O)CCNC(=O)c1ccco1)C12CC3CC(CC(C3)C1)C2 (stereo unspecified),15,102,6,3,-3,-14,2,-4,-0.8
COc1cccc2c(Cl)c(CCCl)c(C)nc12,8,107,4,1,4,38,-1,-7,-0.2
CCC1(c2ccccc2)NC(=O)N(Cc2cccc([N+](=O)[O-])c2)C1=O (stereo unspecified),-11,104,-2,5,-5,19,-1,-20,-1.3
CC(C)(C)C(=O)Nc1nc(NC(=O)C(C)(C)C)nc(-c2ccccc2Cl)n1,0,105,.,0,-15,7,-1,-3,-3.0
Cc1ccccc1-n1nc(CSc2nc3ccccc3[nH]2)c(-c2ccccc2)c1N,2,106,5,1,-6,-10,-9,10,0.8
CC(=O)c1cc2c(cc1NC(=O)Cn1nc(C)c(C)c(C#N)c1=O)OCO2,4,.,2,-6,.,.,-4,3,-0.8
CCOc1cc(CNCC(O)c2ccccc2)cc(Cl)c1OC (stereo unspecified),-9,111,1,3,-5,62*,-5,-29,-1.2
COc1ccccc1P(=O)(Cc1ccccc1)c1ccccc1 (stereo unspecified),2,105,3,1,-10,33,-6,3,-0.2
C=CCC(CC=C)(C(N)=O)c1ccccc1,-1,92,1,13,-2,47,-7,7,-0.2
O=C(Nc1ccc(Cl)c(Cl)c1)OCc1cccnc1,-17,108,4,-1,-6,-27,-1,13,-0.2
C[C@@H]1CN([C@H](C)CO)C(=O)CCCn2nncc2CO[C@@H]1CN(C)S(=O)(=O)c1ccc(F)cc1,-1,.,.,.,.,.,-7,-9,1.0
CCC(c1nnnn1Cc1ccc(OC)cc1)N1CCN(c2ccc(OC)cc2)CC1 (stereo unspecified),2,95,0,2,2,-70,-3,13,1.5
CCOC(=O)CNC(=O)Nc1cc(C(C)(C)C)nn1-c1ccccc1,3,108,3,-1,-19,10,-2,0,-0.4
CCOc1ccc(-c2nc(CSCC(=O)NCC3CCCO3)c(C)o2)cc1 (stereo unspecified),1,100,-3,7,-13,12,-2,-5,-1.2
O=C(COc1c(Cl)cccc1Cl)NN1C(=O)CSC1=S,-3,106,-3,3,-10,-78,-6,5,-0.1
c1cc(N2CCCCC2)nc(N2CCCCC2)n1,-8,.,2,.,.,.,3,-6,5.0
Cc1cc2occ(CC(=O)NC3(C)CCS(=O)(=O)C3)c2cc1C (stereo unspecified),-1,101,1,2,2,43,-1,-19,0.7
CC(=O)OC[C@H]1O[C@@H](O/N=C(\C)CCN2CCCCc3nc(C)c(C)cc32)[C@H](OC(C)=O)[C@@H](OC(C)=O)[C@@H]1OC(C)=O,.,97,.,3,-1,6,.,.,.

# Further records.
SMILES,CHRM4 PAM,MEKK3 PB1 HTS,IDE act,IDE inh,p-CIP stab down,PHOSPHO1 block,GalR3 antagonist,CRFR2-BP antag,CRFR2-BP ag
CC(=O)Oc1c2occc2cc2ccc(=O)oc12,14,89,7,0,-2,1,-2,-8,-1.9
CSc1nn2cc(CCN3CCOCC3)c(-c3ccc(F)cc3)nc2c1C#N,0,119,-4,1,-1,53,-4,3,-1.6
O=C(NCc1nnc(SCC(=O)N2CCCC2)o1)c1c(F)cccc1Cl,3,110,6,-1,2,1,-2,-10,0.5
Cc1ccc2c(C)c(C(=O)Nc3c(C)n(C)n(-c4ccccc4)c3=O)oc2c1,-4,98,1,0,-1,4,1,-3,-0.6
CCOc1ccc2nc(SCC(=O)c3cccs3)sc2c1,9,93,-1,-2,4,0,-1,-7,-0.1
O=C(c1ccco1)[C@@H]1[C@@H]2C(=O)N(c3ccc(Br)cc3)C(=O)[C@@H]2C2c3ccccc3C=CN21 (stereo partly specified),-3,103,-5,.,-19,68*,-1,39,-2.4
COc1ccc(CSCC(=O)N/N=C/c2ccccc2O)cc1,-2,100,10,6,-2,44,3,5,-0.8
NC(=O)C1CCN(C(=O)c2cccc(S(=O)(=O)N3CCc4ccccc4C3)c2)CC1,-7,103,4,7,2,36,1,11,-1.5
CCS(=O)(=O)c1ccc2oc(SCC(=O)NCCc3ccc(OC)cc3)nc2c1,-6,102,1,1,4,32,0,4,0.6
Cc1ccc(-c2nn(-c3ccccc3)cc2C(=O)NN2CCN(C)CC2)cc1,4,101,-2,7,-8,32,-4,-29,3.5
CCCCC1=CC2=CC(=O)C(C)(OC(=O)CC)C(=O)C2=CN1C1CCCC1 (stereo unspecified),10,94,-5,1,8,18,-4,3,3.2
COC(=O)C1=CN(C2CC2)C=C(C(=O)OC)C1c1ccc(C(F)(F)F)cc1,6,110,6,0,2,40,-4,8,-2.2

# Complete entries, looked up by structure.
# CCS(=O)(=O)c1ccc2oc(SCC(=O)NCCc3ccc(OC)cc3)nc2c1 in the list: CHRM4 PAM = -6; MEKK3 PB1 HTS = 102; IDE act = 1; IDE inh = 1; p-CIP stab down = 4; PHOSPHO1 block = 32; GalR3 antagonist = 0; CRFR2-BP antag = 4; CRFR2-BP ag = 0.6
# NC(=O)C1CCN(C(=O)c2cccc(S(=O)(=O)N3CCc4ccccc4C3)c2)CC1 in the list: CHRM4 PAM = -7; MEKK3 PB1 HTS = 103; IDE act = 4; IDE inh = 7; p-CIP stab down = 2; PHOSPHO1 block = 36; GalR3 antagonist = 1; CRFR2-BP antag = 11; CRFR2-BP ag = -1.5
# CCOc1ccc2nc(SCC(=O)c3cccs3)sc2c1 in the list: CHRM4 PAM = 9; MEKK3 PB1 HTS = 93; IDE act = -1; IDE inh = -2; p-CIP stab down = 4; PHOSPHO1 block = 0; GalR3 antagonist = -1; CRFR2-BP antag = -7; CRFR2-BP ag = -0.1
